MgcRacGAP inhibition – MgcRacGAP GTPase-activating activity inhibitors, confirmation, biochemical, ADP Hunter fluorescence; Rac GTPase-activating protein 1 (Homo sapiens); MgcRacGAP-stimulated Rac1 GTP hydrolysis, ADP Hunter fluorescence; higher % means a stronger effect; GST-tagged Rac1 F28L mutant substrate; one-dose inhibition, % at 30 µM; IC50 in µM for titrated hits; hit rate 0.6% among 340,000; AID 624330, 2012;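 active means first-screen hits whose inhibition reached a set limit at any dose in the follow-up dose series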;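 further: fluorescence reports GDP produced by GAP-driven GTP hydrolysis; strong numbers were not always called active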
GPR55 beta-arrestin – GPR55 agonists via beta-arrestin recruitment, primary screen, imaging, U2OS cells, beta-arrestin-GFP redistribution (AID 1961). activation, % at 10 µM, or EC50 in µM where a hit was titrated. hit rate 0.048% among 290,000. U2OS GPR55 beta-arrestin-GFP redistribution imaging; higher % means a stronger effect;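 active means activation above 40% with more than 50 cells counted in the well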;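 further: U2OS osteosarcoma cells stably expressing GPR55 and beta-arrestin-GFP; plate controls were DMSO negative control for no effect and LPI positive control for full effect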
GPR55 antagonists – GPR55 antagonists blocking LPI-driven arrestin recruitment, primary screen, imaging, U2OS, beta-arrestin-GFP, LPI agonist (AID 2013). G-protein coupled receptor 55 (Homo sapiens). U2OS GPR55 beta-arrestin-GFP translocation imaging, LPI antagonism; higher % means a stronger effect. inhibition, % at 10 µM, or IC50 in µM where a hit was titrated. hit rate 0.13% among 290,000;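 active means spots per cell inhibited over 60%, with over 100 cells counted and total cytoplasm intensity under 500,000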;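 further: U2OS cells stably carrying GPR55 and arrestin-GFP stimulated by 5 µM LPI near EC80; imaged beta-arrestin-GFP aggregate spots per cell after agonist stimulation; plate controls were LPI-stimulated DMSO wells for no effect and DMSO wells without LPI for full effect; some results filed as inactive read as strong as hits; confirmed hits need IC50 under 10 µM and bright autofluorescent wells are also inconclusive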
NTR1 ag – agonists of NTR1, primary screen, imaging, U2OS cells, beta-arrestin-GFP, high content (AID 493036). NTR1-U2OS beta-arrestin-GFP spot imaging, agonist mode. activation, % at 20 µM. hit rate 0.17% among 330,000;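 active means activation at or above 40% of the spot to cytoplasm intensity ratio, with at least 20 cells analyzed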;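 further: 0% = DMSO without peptide and 100% = 100 nM NTR1 peptide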
Target sequence (P30989 whole entry, looked up): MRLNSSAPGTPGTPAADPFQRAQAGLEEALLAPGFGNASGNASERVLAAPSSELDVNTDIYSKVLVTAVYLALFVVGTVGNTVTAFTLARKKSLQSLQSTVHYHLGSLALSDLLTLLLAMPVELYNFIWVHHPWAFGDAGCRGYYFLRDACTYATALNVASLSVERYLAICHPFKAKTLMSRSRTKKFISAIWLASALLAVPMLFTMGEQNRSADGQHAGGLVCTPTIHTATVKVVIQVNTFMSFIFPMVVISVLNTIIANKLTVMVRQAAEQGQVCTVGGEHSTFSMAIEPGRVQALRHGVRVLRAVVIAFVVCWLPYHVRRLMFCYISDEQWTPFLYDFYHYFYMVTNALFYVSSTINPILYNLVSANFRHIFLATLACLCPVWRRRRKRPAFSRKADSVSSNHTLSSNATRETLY
T cell modulator – modulators of CD8 T cell-vesicle binding, primary screen, mouse 2C CD8+ T cells, flow cytometry; calls only at 7 µM; hit rate 0.068% among 330,000; AID 2052, 2009; 2C CD8+ T cell-vesicle binding; hits give low values;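 active means response, share of CD8 T cells binding vesicles, and their 90th percentile fluorescence all below set limits, cut at about 80% in these data, passing the limit was not always enough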
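System: murine 2C transgenic CD8+ T lymphocytes; also added: QL9-loaded Drosophila micro-vesicles; times: binding 1.5 h at 37 °C; measured by: flow cytometry, PE anti-B7-1 (FL2) versus Alexa647 anti-CD8 (FL8), PFA-fixed; control set: Peptide-free naked vesicles (low) and QL9 vesicles with 0.7% DMSO vehicle (high)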
GPR35 arrestin U2OS – GPR35 antagonists blocking zaprinast-driven arrestin recruitment, primary screen, imaging, U2OS, beta-arrestin-GFP, zaprinast agonist (AID 2058) | U2OS GPR35 beta-arrestin-GFP translocation imaging, zaprinast antagonism; higher % means a stronger effect | hit rate 0.052% among 290,000 | G-protein coupled receptor 35 (Homo sapiens) | inhibition, % at 10 µM, or IC50 in µM where a hit was titrated;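 active means inhibition of at least 50% with at least 30 cells and total cytoplasm GFP at most 10,000,000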
LYP phosphatase – inhibitors of LYP phosphatase, biochemical, fluorescence intensity, uHTS (AID 1779) | Tyrosine-protein phosphatase non-receptor type 22 (Homo sapiens) | recombinant LYP phosphatase, fluorescence intensity; higher % means a stronger effect | hit rate 0.054% among 290,000 | inhibition, % at 11.5 µM, or IC50 in µM where a hit was titrated; in the data active means inhibition above about 50%;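 further: plate controls were vehicle with enzyme for no effect and no enzyme for full effect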
SV40 large T antigen – SV40 large T antigen inhibitors, biochemical (AID 1903) | hit rate 0.39% among 310,000 | SV40 large T antigen ATPase/helicase inhibition assay; higher % means a stronger effect | one-dose inhibition, % at 20 µM; IC50 in µM for titrated hits; in the data active means a potency from the dose series; further: strong numbers were not always called active
Hep lipid drop – inhibitors of hepatocyte lipid droplet formation, primary screen, imaging, high-throughput imaging, BODIPY stain. hit rate 0.4% among 240,000. AML12 mouse hepatocytes, oleate lipid droplets. AID 1656, 2009. inhibition, % at 6.5 µM;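 active means lipid droplet intensity inhibited by at least 50%, with more than 500 cells counted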
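System: AML12 hepatocytes (mouse). Probe or stimulus: oleic acid at 100 µM to induce lipid droplet formation. Times: overnight treatment with compound plus oleate. Detection: Image-based BODIPY and DAPI two-channel analysis. Evaluation: percent inhibition of filter-corrected integrated lipid droplet intensity per well.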
Hep lipid drop cells 6.5 µM – second read-out of Hep lipid drop, no call of its own (marks repeat the call); cell count; measured here: cell count, cytotoxicity flag;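 cells counted across two imaged fields per well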
T cell modulator vesicle-bound % – second read-out of T cell modulator, no call of its own (marks repeat the call); double positive events, %; measured here: CD8+ vesicle-bound cell fraction;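 binding gate set so that unloaded-vesicle control wells show 10% double positive cells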
NTR1 ag cell count 20 µM – second read-out of NTR1 ag, no call of its own (marks repeat the call); cell count; measured here: cell count, cytotoxicity flag
* = called active by the depositor; i = inactive; nt = not tested or not shown.

| item | Molecule | MgcRacGAP inhibition | GPR55 beta-arrestin | GPR55 antagonists | NTR1 ag | NTR1 ag cell count 20 µM | T cell modulator | T cell modulator vesicle-bound % | GPR35 arrestin U2OS | LYP phosphatase | SV40 large T antigen | Hep lipid drop | Hep lipid drop cells 6.5 µM |
| --- | --- | --- | --- | --- | --- | --- | --- | --- | --- | --- | --- | --- | --- |
| 1 | Cc1oc2cc3oc(=O)c(CCC(=O)NCc4ccccn4)c(C)c3cc2c1C | 6% | 0.5% | 9% | -1.7 | 77 | i | 31 | 6% | -12% | 7% | nt | nt |
| 2 | CCc1cc(=O)oc2cc(C)cc(OCC(=O)C(C)(C)C)c12 | 3% | -0.2% | 0% | 0.0 | 91 | i | 61 | 5% | -6% | 5% | 14 | 704 |
| 3 | CCNC(=O)NC(=O)C(C)OC(=O)CCCc1nc2ccccc2s1 (centres undefined) | -7% | 0.1% | 3% | -2.3 | 51 | i | 35 | -21% | -4% | 3% | -8 | 588 |
| 4 | CCOc1ccc(C(=S)N2CCCC2)cc1OC | 5% | -0.1% | 3% | 1.0 | 41 | i | 37 | 2% | -18% | 10% | -2 | 604 |
| 5 | COc1ccc(Nc2nccc(-c3ccc([N+](=O)[O-])cc3)n2)cc1 | 9% | 0.0% | -3% | -0.8 | 43 | i | 48 | 4% | -9% | -10% | -5 | 814 |
| 6 | CC(=O)NCCn1c(SCC(=O)c2ccc(Cl)cc2)nc2ccccc2c1=O | 4% | -0.2% | 9% | 2.8 | 64 | i | 10 | -9% | -9% | 30% | nt | nt |
| 7 | O=C(CCCOc1ccccc1)Nc1ccc(Cl)cn1 | 2% | 0.2% | 9% | -0.5 | 87 | i | 61 | 7% | -1% | 13% | 0 | 664 |
| 8 | Cc1cc(NC(=O)c2c(F)cccc2Cl)n(-c2nc3ccccc3[nH]2)n1 | 13% | 0.2% | 14% | 12 | 41 | i | 17 | 1% | 6% | 0% | 27 | 797 |
| 9 | O=C1NCCN1C(=O)c1cccc(Cl)c1 | 4% | 0.2% | 21% | -3.1 | 88 | i | 40 | 17% | -6% | 4% | nt | nt |
| 10 | Cc1ccc(S(=O)(=O)n2cnc3ccccc32)cc1[N+](=O)[O-] | 5% | -0.1% | 10% | -1.2 | 57 | i | 30 | -16% | -5% | -11% | 0 | 822 |
| 11 | CCOc1ccc(S(=O)(=O)Nc2nc3cc(OC)ccc3s2)cc1 | -4% | -0.1% | 8% | 0.4 | 60 | i | 11 | 14% | -2% | 15% | 13 | 766 |
| 12 | Cc1c(CN(C)C(=O)CSc2nc(-c3ccco3)cc(C(F)(F)F)n2)cnn1C | 0% | -0.3% | -4% | 0.2 | 40 | i | 34 | -3% | -2% | 5% | nt | nt |
| 13 | COc1ccccc1OCCn1cc(C#N)c2ccccc21 | 6% | 0.0% | -13% | 3.0 | 46 | i | 29 | -3% | 2% | 5% | -10 | 718 |
| 14 | O=C(CCCO)N/N=C/c1cc(Br)ccc1O | 10% | 0.3% | -11% | 3.1 | 69 | i | 52 | -13% | -5% | -1% | 2 | 589 |
| 15 | Cc1[nH]ccc(=O)c1OCC(=O)O | 7% | 0.3% | 12% | 0.4 | 56 | i | 31 | 9% | -4% | 11% | 0 | 702 |
| 16 | CC(NC(=O)Nc1nnc(C(F)(F)F)s1)(C(F)(F)F)C(F)(F)F | 11% | -0.1% | 8% | 3.2 | 47 | i | 61 | -3% | 4% | 5% | nt | nt |
| 17 | O=C(Nc1cccc2c1C(=O)NC2=O)c1ccc(N2C(=O)CCC2=O)cc1 | 4% | -0.1% | 9% | 0.7 | 36 | i | 16 | -2% | -2% | 15% | 0 | 686 |
| 18 | O=C(CSc1nnc(-c2ccncc2)n1Cc1ccccc1)NCCc1ccccc1 | 0% | -0.1% | 1% | -0.7 | 45 | i | 58 | 7% | -5% | 1% | 1 | 801 |
| 19 | CCOc1ccc(NC(=S)N2CCCC2)cc1 | 6% | -0.1% | 7% | -0.3 | 56 | i | 14 | 7% | -8% | 7% | -4 | 673 |
| 20 | Cc1ccc(CN2CCc3c(OCC(=O)Nc4cccc(C)c4C)cccc3C2=O)cc1 | nt | -0.3% | 15% | 2.5 | 60 | i | 47 | nt | 10% | 6% | -19 | 651 |
| 21 | CCN(CC)c1cc(-c2ccccc2)ncn1 | -5% | 1.6% | 9% | -0.5 | 50 | i | 44 | -7% | -1% | 16% | -17 | 563 |
| 22 | Nc1nc(NCCc2ccccc2)nc(NCCO)c1[N+](=O)[O-] | 9% | -0.2% | -12% | -1.8 | 94 | i | 40 | 9% | 1% | 3% | -24 | 788 |
| 23 | CC(=O)NC(CSc1cc(C)nc2ccc(Br)cc12)C(=O)O (centres undefined) | 9% | -0.1% | 2% | -0.6 | 51 | i | 26 | 11% | -3% | 10% | 0 | 649 |
| 24 | O=C(Nc1ccc(N2CCOCC2)cc1)Nc1ccc2nc(-c3ccco3)c(-c3ccco3)nc2c1 | 30% | -0.1% | -6% | 5.9 | 62 | i | 20 | -16% | 8% | 28% | -6 | 734 |
| 25 | Cc1ccc(OCC(=O)c2cc(C)n(C)c2C)c([N+](=O)[O-])n1 | -6% | -0.3% | 2% | -0.2 | 40 | i | 43 | 3% | -12% | 13% | 21 | 678 |
| 26 | CCn1nccc1C(=O)NC1=C(C#N)CCC1 | 2% | 0.3% | 1% | 0.6 | 31 | i | 29 | 2% | -7% | 15% | -3 | 656 |
| 27 | Cc1ccc2cc(C3CC(c4cccs4)=NN3S(C)(=O)=O)c(Cl)nc2c1 (centres undefined) | 2% | 1.8% | 6% | 2.2 | 68 | i | 58 | 5% | 9% | 8% | 6 | 731 |
| 28 | Cc1nn2c(-c3ccc(S(=O)(=O)N4CCN(CCO)CC4)o3)nnc2c2ccccc12 | -6% | -0.1% | 6% | 0.2 | 59 | i | 12 | -19% | -7% | 9% | -6 | 685 |
| 29 | CC(=O)c1ccc(NC(=O)Cn2cnc(S(=O)(=O)N3CCC(C)CC3)c2)cc1 | -1% | 0.0% | 17% | -0.3 | 68 | i | 33 | 6% | -6% | 10% | -17 | 659 |
| 30 | Cc1ccc(C)c(NC(=O)c2cc(-c3ccccc3O)n[nH]2)c1 | 4% | 0.0% | 19% | 4.6 | 77 | i | 13 | -19% | -5% | 3% | -4 | 801 |
| 31 | O=C(NCc1cccnc1)c1ccc(COc2ccccc2Cl)o1 | 6% | -0.1% | 5% | 1.1 | 51 | i | 12 | 0% | -3% | 17% | 14 | 690 |
| 32 | COc1ccc(C(=O)NNC(=O)Nc2ccc(C)cc2)cc1 | 9% | 0.9% | 16% | 1.3 | 47 | i | 8 | -5% | -5% | 4% | 0 | 707 |
| 33 | COC(=O)c1ccccc1NC(=O)Cn1cnc([N+](=O)[O-])c1 | -2% | -0.1% | -5% | -1.3 | 60 | i | 50 | 9% | -11% | 8% | nt | nt |
| 34 | COCCOCC(O)CN1CCN(c2ccccc2)CC1 (centres undefined) | 6% | 0.5% | 1% | -4.0 | 79 | i | 14 | 1% | -11% | 15% | 2 | 745 |
| 35 | CCOc1ccc(C(=O)N2CCN(C(=O)c3ccco3)CC2)cc1OCC | 1% | -0.1% | 11% | 0.6 | 57 | i | 20 | -3% | 3% | 3% | -1 | 617 |
| 36 | O=C1CCCc2c1[nH]c1ccc(Br)cc21 | 6% | 1.7% | -4% | 3.9 | 66 | i | 30 | 0% | -7% | 14% | nt | nt |
| 37 | COc1ccc(-c2cc(=O)oc3cc(OCC(=O)N4C[C@H]5C[C@@H](C4)c4cccc(=O)n4C5)ccc23)cc1 | 8% | 0.8% | 12% | -0.6 | 96 | i | 2 | -6% | 2% | nt | -8 | 826 |
| 38 | COc1ccc(-c2ccc(-c3noc(-c4ccccc4C)n3)c(OC)n2)cc1 | 9% | 0.3% | 34% | 2.6 | 46 | i | 23 | 6% | -3% | -2% | -2 | 806 |
| 39 | CC1(C)CC(=O)N(c2cccc(C(F)(F)F)c2)C(=O)C1 | 3% | -0.2% | 6% | -1.0 | 48 | i | 26 | 8% | -4% | 7% | 1 | 817 |
| 40 | O=c1c2cnn(-c3ccccc3)c2ncn1CCc1ccccc1 | 1% | -0.2% | 8% | 5.4 | 56 | i | 7 | 8% | -7% | 2% | 2 | 762 |

Record cards (already shown). Order of screens: MgcRacGAP inhibition, GPR55 beta-arrestin, GPR55 antagonists, NTR1 ag, NTR1 ag cell count 20 µM, T cell modulator, T cell modulator vesicle-bound %, GPR35 arrestin U2OS, LYP phosphatase, SV40 large T antigen, Hep lipid drop, Hep lipid drop cells 6.5 µM
`CC1(C)CC(=O)N(c2cccc(C(F)(F)F)c2)C(=O)C1` as listed: 3%, -0.2%, 6%, -1.0, 48, i, 26, 8%, -4%, 7%, 1, 817
`COc1ccc(C(=O)NNC(=O)Nc2ccc(C)cc2)cc1` as listed: 9%, 0.9%, 16%, 1.3, 47, i, 8, -5%, -5%, 4%, 0, 707
`COc1ccc(-c2ccc(-c3noc(-c4ccccc4C)n3)c(OC)n2)cc1` as listed: 9%, 0.3%, 34%, 2.6, 46, i, 23, 6%, -3%, -2%, -2, 806

In another format: three of the compounds above
Second line of a record – MgcRacGAP inhibition, GPR55 beta-arrestin, GPR55 antagonists, NTR1 ag, NTR1 ag cell count 20 µM, T cell modulator, T cell modulator vesicle-bound %, GPR35 arrestin U2OS, LYP phosphatase, SV40 large T antigen, Hep lipid drop, Hep lipid drop cells 6.5 µM
17. O=C(Nc1cccc2c1C(=O)NC2=O)c1ccc(N2C(=O)CCC2=O)cc1
 : 4%, -0.1%, 9%, 0.7, 36, i, 16, -2%, -2%, 15%, 0, 686
40. O=c1c2cnn(-c3ccccc3)c2ncn1CCc1ccccc1
 : 1%, -0.2%, 8%, 5.4, 56, i, 7, 8%, -7%, 2%, 2, 762
6. CC(=O)NCCn1c(SCC(=O)c2ccc(Cl)cc2)nc2ccccc2c1=O
 : 4%, -0.2%, 9%, 2.8, 64, i, 10, -9%, -9%, 30%, nt, nt

Assay outcomes as filed in PubChem.
